High-throughput results deposited in PubChem BioAssay by several laboratories.
bIAP activator = intestinal alkaline phosphatase (bovine) activation; AID 1016; activation factor at 20 µM; purified bovine IAP, CDP-star luminescence, 30 min; active compounds read high; fold of DMSO-control signal, blank-subtracted; actives 0.17% (n = 200,000);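 active = activation factor of 2 or more at 20 µM, a signal rise over negative controls twice the positive control's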
Diaph act CS = activates diaphorase or chemically reduces, flagging diaphorase assay artifacts. Diaphorase/resazurin coupled assay, resorufin fluorescence, 16 min; active compounds read high; 1 = vehicle wells, 0 = NADH-free wells. AID 1229. actives 0.005% (n = 190,000). activation factor at 20 µM;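 active = diaphorase activity raised at least twofold by the compound at 20 µM; inactive = activation factor below 2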
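Material: Clostridium kluyveri diaphorase, purified enzyme; Quantity: enzyme 0.07 U/mL final; Medium: HEPES pH 7.4 buffer with MgCl2 and Tween 20; Dosing: single compound dose of 20 µM, 1% DMSO final; Schedule: 16 min reaction at room temperature; Measured by: red resorufin fluorescence at 544/590 nm excitation/emission.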
PMI act = phosphomannose isomerase (human) activation | actives 0.005% (n = 190,000) | AID 1214 | P34949 | purified human PMI, coupled resazurin fluorescence, 20 min; active compounds read high; 1 = vehicle control, 0 substrate-free wells | activation factor at 20 µM;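 active = activation factor of 2 or more at 20 µM, relative to plate controls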
Target sequence (P34949 whole entry, looked up): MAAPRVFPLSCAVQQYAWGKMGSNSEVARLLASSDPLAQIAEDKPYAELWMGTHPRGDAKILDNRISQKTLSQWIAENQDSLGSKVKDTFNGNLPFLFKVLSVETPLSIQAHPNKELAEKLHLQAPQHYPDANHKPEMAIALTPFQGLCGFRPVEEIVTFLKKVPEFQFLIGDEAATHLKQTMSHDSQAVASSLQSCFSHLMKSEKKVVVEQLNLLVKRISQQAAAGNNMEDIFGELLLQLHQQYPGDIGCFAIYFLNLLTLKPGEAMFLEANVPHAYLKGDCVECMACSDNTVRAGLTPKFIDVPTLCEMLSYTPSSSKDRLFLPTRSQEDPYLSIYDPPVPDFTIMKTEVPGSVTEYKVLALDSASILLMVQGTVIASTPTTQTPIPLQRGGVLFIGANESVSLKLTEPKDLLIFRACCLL
TNAP act hi DEA = TNAP (human) activation, high acceptor | AID 1136 | P05186 | activation factor at 20 µM | purified TNAP, CDP-star luminescence, 1 M DEA, 30 min; active compounds read high; 0 = EDTA background, 1 = DMSO-only activity | 200,000 tested, under 10 active;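 active = activation factor at least 2 at 20 µM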
Target sequence (P05186 whole entry, looked up): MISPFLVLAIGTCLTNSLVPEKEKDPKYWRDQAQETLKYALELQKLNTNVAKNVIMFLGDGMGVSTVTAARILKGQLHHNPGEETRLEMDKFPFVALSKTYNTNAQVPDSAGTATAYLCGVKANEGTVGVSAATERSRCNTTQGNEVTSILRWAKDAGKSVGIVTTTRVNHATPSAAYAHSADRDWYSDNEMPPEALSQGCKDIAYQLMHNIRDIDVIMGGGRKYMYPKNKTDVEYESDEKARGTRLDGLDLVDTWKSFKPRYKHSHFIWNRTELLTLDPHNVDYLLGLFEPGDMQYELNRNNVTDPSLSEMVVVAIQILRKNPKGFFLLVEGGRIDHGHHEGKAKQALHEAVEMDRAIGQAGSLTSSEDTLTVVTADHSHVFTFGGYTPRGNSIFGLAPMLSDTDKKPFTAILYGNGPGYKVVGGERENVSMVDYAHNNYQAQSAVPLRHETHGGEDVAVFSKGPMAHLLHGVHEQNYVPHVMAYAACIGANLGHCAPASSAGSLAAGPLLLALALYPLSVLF
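Measured by: Luminescent substrate turnover signal | Test system: Human TNAP | Input: TNAP 1/800 final | Dosing: 20 µM single point | Schedule: 30 min, room temperature | Controls: EDTA wells as negative control, DMSO wells as positive control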
Diaph inh CS = diaphorase inhibition or chemical oxidation counter-screen; diaphorase resazurin-to-resorufin fluorescence, NADH, 16 min; bacterial (C. kluyveri) enzyme, not human; inhibition, % at 20 µM; actives 0.69% (n = 190,000); AID 1217;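 active = primary screen inhibition at 20 µM above a set limit, cut at about 50% in these data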;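 note: plate controls were DMSO with full reaction for no effect and wells lacking NADH for full effect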
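Assay system – diaphorase enzyme from Clostridium kluyveri · Amount – diaphorase 0.14 U/mL (working solution) · Times – reaction incubation of 16 min at room temperature · Controls – No-NADH positive control and DMSO neutral control · Signal – resorufin fluorescence 544/590 nm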
TNAP inh hi DEA = blocks human TNAP under high phosphate acceptor concentration; P05186; actives 0.03% (n = 200,000); inhibition, % at 20 µM; purified TNAP, CDP-star luminescence, 1 M DEA;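 active = over 50% inhibition of tissue-nonspecific alkaline phosphatase at 20 µM in the single-dose screen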;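 note: plate controls were DMSO wells for no effect and EDTA-quenched wells as full inhibition for full effect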
bIAP inh = blocks bovine intestinal alkaline phosphatase activity; purified bovine IAP, CDP-star luminescence, 30 min; inhibition, % at 20 µM; 190,000 tested, under 10 active;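 active = over 50% inhibition of intestinal alkaline phosphatase at 20 µM in the single-dose screen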
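System: Purified bovine intestinal alkaline phosphatase (IAP) enzyme | Input: IAP diluted 1/65,000,000 in the well | Also added: CDP-star chemiluminescent phosphatase substrate, 30 µM final | Dosing: 20 µM single dose | Times: Enzyme reaction for 30 min at room temperature | Detection: Luminescence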
PMI act satM6P = PMI (human) activation, high substrate. AID 1216. coupled PMI enzyme assay, resazurin fluorescence, 20 min; active compounds read high; 1 = untreated enzyme, 0 = substrate-free blank. P34949. activation factor at 20 µM. actives 0.34% (n = 190,000);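 active = activation factor of 2 or more at 20 µM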
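test system = human PMI in coupled enzyme assay | medium = HEPES-buffered pH 7.4 with magnesium and detergent | also added = 1.0 mM mannose-6-phosphate substrate with 0.22 mM NADP+ | compound = 20 µM single dose | times = 20 min incubation at room temperature | measured by = resorufin fluorescence (Ex 544/Em 590 nm) from resazurin via diaphorase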
L major viab = inhibitors of Leishmania major promastigote growth; Leishmania major promastigotes, resazurin fluorescence viability; actives 9% (n = 200,000); inhibition, % at 10 µM; in the data active = inhibition above about 50%;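 note: promastigotes grown with compound for 44 hours at 28 °C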
TNAP inh no acc = blocks human TNAP activity with no phosphate acceptor present | inhibition, % at 20 µM | actives 0.26% (n = 200,000) | P05186 | purified TNAP, CDP-star luminescence, 30 min;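 active = tissue-nonspecific alkaline phosphatase inhibition above about 50% at 20 µM in the single-dose screen, limit read from the data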;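 note: 0% = DMSO negative control and 100% = EDTA positive control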
Starred values were filed as active, the others as inactive.

Compound | bIAP activator | Diaph act CS | PMI act | TNAP act hi DEA | Diaph inh CS | TNAP inh hi DEA | bIAP inh | PMI act satM6P | L major viab | TNAP inh no acc
CC(C1CC1)N(Cc1ccccc1)C(=S)Nc1ccccc1Cl (centres undefined) | 1 | 0.9 | 1 | 1 | 11 | -1 | -3 | 1 | 24 | -23
COc1ccc(CC(=O)Nc2ccc(-c3noc(-c4ccc(Cl)cc4)n3)cc2)cc1 | 0.9 | 1 | 1 | 1 | -2 | -1 | 14 | 1 | -2 | -7
O=C(O)c1cnn(-c2nc(-c3ccc(F)cc3)cs2)c1C(F)(F)F | 0.9 | 0.9 | 1.1 | 1 | 5 | -2 | 9 | 1 | 3 | -8
CSc1nc(NC(C)(C)C)nc(N2CCOCC2)n1 | 0.9 | 0.9 | 1 | 1 | 13 | 0 | 11 | 1 | -1 | -7
CCOc1ccc(NC(=S)N(CCc2c(C)[nH]c3ccccc23)Cc2cccnc2)cc1 | 1 | 1 | 0.9 | 1 | -2 | -2 | -1 | 1 | 100* | -3
S=c1sc2c(Cl)ncnc2n1-c1ccccc1 | 0.8 | 0.8 | 1.3 | 1 | 15 | -3 | 17 | 1.3 | 87* | -8
COc1cc(CN2CCNC(=O)C2CC(=O)NCCc2ncccc2C)cc(OC)c1 (centres undefined) | 1.2 | 1 | 0.9 | 0.9 | -1 | 9 | -22 | 0.8 | -4 | -8
NC(=O)C1(N2CCCCC2)CCN(c2nc(-c3ccc(Br)cc3)cs2)CC1 | 1 | 0.9 | 0.9 | 1 | 11 | -2 | 3 | 1 | -3 | -13
O=C(CSc1ccccn1)N1CCN(c2ccc(Cl)cc2)CC1 | 0.9 | 0.8 | 1 | 1 | 17 | -4 | 11 | 1 | -6 | -18
O=C(c1ccccc1C(=O)N1CCN(c2ccccc2F)CC1)N1CCN(c2ccccc2F)CC1 | 0.8 | 0.8 | 0.9 | 1.1 | 18 | -6 | 22 | 0.9 | 2 | -11
O=C(O)c1cccc(NS(=O)(=O)c2cccc3cccnc23)c1 | 0.9 | 0.8 | 1 | 1.1 | 16 | -9 | 12 | 0.9 | -9 | -12
Cc1ncc(CC(=O)n2cc(C(=O)c3cc(Cl)ccc3O)cn2)s1 | 1.2 | 0.8 | 0.9 | 1.1 | 22 | -5 | -25 | 0.9 | -13 | -15
CCOC(=O)C1CCCN(c2cc(C)nc3cc(-c4ccc(Cl)cc4)nn23)C1 (centres undefined) | 0.9 | 0.6 | 0.8 | 1.1 | 37 | -6 | 8 | 0.8 | 1 | -6
O=c1c2ccccc2c(/C=N/c2n[nH]c(CCCO)n2)c(O)n1-c1ccccc1Cl | 1.3 | 0.7 | 0.9 | 0.9 | 34 | 11 | -33 | 0.9 | -6 | -38
O=C(O)CC(NC(=O)C(c1ccccc1)c1ccccc1)c1ccc(F)cc1 (centres undefined) | 0.9 | 0.9 | 1 | 1 | 12 | -2 | 7 | 1 | -6 | 3
CCC(CC)C(=O)Nc1ccc(Nc2ccccc2)cc1 | 1 | 1 | 1 | 0.9 | -1 | 7 | 5 | 1 | 4 | 0
COc1cccc(N2C(=O)C(CC(=O)Nc3ccc(F)cc3)N(C3CCCCC3)C2=O)c1 (centres undefined) | 1 | 0.8 | 0.9 | 1.1 | 24 | -6 | -2 | 0.9 | 2 | -8
COc1ccc(CCNC(=O)CN2CCN(c3ccccc3Cl)CC2)cc1 | 1.2 | 1 | 1 | 1 | -4 | -1 | -19 | 1.1 | -1 | -7
COc1cc(C(=O)N(Cc2cccnc2)Cc2cc3cc4c(cc3[nH]c2=O)OCCO4)cc(OC)c1OC | 1.1 | 1 | 1 | 1 | 0 | 0 | -7 | 0.9 | 2 | -10
COc1cccc(N=Nc2c(=O)[nH]n3c(=O)c4c([nH]c23)CCC4)c1 | 1 | 0.8 | 1.1 | 0.8 | 16 | 20 | 1 | 0.9 | 2 | -72
COc1ccc(C)c2sc(NC(=O)C3=COCCO3)nc12 | 0.9 | 1 | 1 | 1 | -1 | -4 | 7 | 1 | 1 | 3
CC(C)CC(C(=O)O)C(C)CC(=O)Nc1ccn(-c2ccccc2)n1 (centres undefined) | 0.9 | 0.9 | 0.9 | 1 | 14 | -1 | 5 | 0.8 | -10 | -5
COc1cccc(NC(=S)N/N=C2\CC(C)(C)Oc3ccc(O)cc32)c1 | 1 | 0.7 | 0.9 | 1 | 27 | 4 | 2 | 1 | 4 | -26
COC(=O)c1ccc(NC(=O)CNc2ccccc2)cc1 | 0.9 | 0.8 | 0.8 | 1 | 18 | -2 | 12 | 0.9 | 76* | -5
CSc1ccc(C2Nc3ccccc3-c3cc(C)nn32)cc1 (centres undefined) | 0.9 | 0.8 | 0.9 | 1 | 17 | -3 | 9 | 0.9 | 2 | -7
CC(c1ccccc1)N1CC(C(=O)O)CC1=O (centres undefined) | 1.1 | 0.9 | 0.9 | 1 | 8 | 0 | -8 | 0.9 | 0 | -4
CCN1C(=O)C(O)(CC(=O)c2c(C)coc2C)c2ccccc21 (centres undefined) | 1.1 | 1 | 0.9 | 1 | 4 | -2 | -7 | 0.9 | -10 | 0
CCN(CC)C(=O)C1=C(C)Nc2ncnn2C1c1cccnc1 (centres undefined) | 0.9 | 1 | 1 | 1.1 | -2 | -8 | 11 | 1.1 | -7 | -9
O=C(Nc1ccc(CN2CCCCC2)cc1)c1cccc(Br)c1 | 0.9 | 0.9 | 0.9 | 1 | 11 | -4 | 8 | 1 | 21 | -6
Cc1cc(C)n2nc(C(=O)NNC(=O)c3ccccc3)nc2n1 | 1.3 | 0.9 | 1 | 1 | 13 | -1 | -29 | 0.9 | -4 | -85
CSc1nc2sc3c(c2c(=O)[nH]1)CCCC3 | 0.9 | 0.8 | 0.9 | 1 | 17 | -3 | 11 | 0.9 | -6 | -14
COc1ccc(OC)c(N=c2oc3cc(O)ccc3cc2C(N)=O)c1 | 1 | 0.9 | 1 | 0.9 | 6 | 6 | -3 | 0.9 | 9 | 3
O=C(CCCc1nc(-c2ccccc2Cl)no1)N1CCOCC1 | 1 | 1 | 1 | 1 | 1 | -5 | -3 | 1 | -10 | -7
COc1ccc(N=Nc2cnc(C)nc2-c2ccccc2)cc1 | 0.8 | 0.9 | 1 | 1 | 8 | 2 | 18 | 1 | 4 | 13
O=C(O)CSC(C(=O)Nc1ccc(C(F)(F)F)cc1)c1ccccc1 (centres undefined) | 0.9 | 0.9 | 1 | 1 | 9 | -1 | 10 | 1 | -7 | -15
Cc1cc(-c2ccccc2)n2nc(C)c(-c3ccccc3)c2n1 | 1 | 0.9 | 0.9 | 1 | 8 | -1 | -3 | 0.9 | 0 | -6
CS(=O)(=O)N(CCc1ccccc1)CC(=O)NCc1ccc(Cl)cc1 | 0.9 | 0.8 | 1 | 1.1 | 18 | -8 | 9 | 1 | -1 | -16
Oc1ccc(-c2nc3ncccn3c2Nc2ccc3c(c2)OCO3)cc1 | 0.8 | 0.8 | 1 | 1 | 16 | -3 | 18 | 1 | 3 | -9
COc1ccccc1-c1c(C(F)(F)F)oc2cc(OCC(=O)Nc3cc(C)ccc3C)ccc2c1=O | 0.9 | 0.9 | 0.9 | 1 | 5 | 2 | 12 | 1 | -5 | -10
FC(F)(F)c1cnc(N2CCC(=NOCc3ccc(Cl)cc3)CC2)c(Cl)c1 | 0.9 | 0.9 | 1 | 1 | 12 | -4 | 8 | 1 | -10 | -4
O=C(Nc1nc2c(F)cc(F)cc2s1)c1ccccn1 | 1.5 | 1 | 1.1 | 1 | 3 | -2 | -48 | 0.8 | 98* | -94
O=C(NCCC1=CCCCC1)c1ccc(F)c(S(=O)(=O)N2CCOCC2)c1 | 0.9 | 0.8 | 0.9 | 1.1 | 20 | -6 | 7 | 0.9 | -3 | -11
COc1c(C)cc(C(=O)C2CCCN(C(=O)c3cccc(-n4cccn4)c3)C2)cc1C (centres undefined) | 1 | 0.8 | 0.9 | 1.1 | 18 | -5 | 2 | 0.9 | 13 | -9
O=C(CNC(=S)N(Cc1ccccc1)Cc1cccnc1)NC1CC1 | 0.9 | 1 | 1 | 1 | 0 | 1 | 6 | 1.1 | 11 | -1
CCOC(=O)c1c(CN2CCCCC2)oc2ccc(O)cc12 | 1 | 0.9 | 0.8 | 1 | 10 | -1 | 3 | 0.9 | 8 | -5
COc1ccc(C)cc1S(=O)(=O)N(C)CC(=O)Nc1ccc2c(c1)OCO2 | 0.9 | 0.9 | 0.9 | 1 | 9 | -1 | 11 | 0.9 | 5 | -9
O=C(Nc1c(Cl)ccc2nsnc12)c1ccco1 | 1 | 0.8 | 0.9 | 1.1 | 18 | -6 | 3 | 0.8 | -4 | -8
Cc1nc(N)sc1-c1nnc(SCC(=O)Nc2ccccc2C(F)(F)F)n1C | 1 | 1 | 1.1 | 1.1 | 3 | -8 | 2 | 1 | -1 | -7
ONC(=Nc1ccc(Cl)cc1)c1ccccc1 | 0.8 | 0.8 | 0.8 | 1 | 16 | 1 | 20 | 0.8 | -3 | -8
COc1ccc(N(C(=O)c2ccc(Br)o2)C2C=CS(=O)(=O)C2)c(OC)c1 (centres undefined) | 0.9 | 0.9 | 1.1 | 1.1 | 14 | -5 | 7 | 1 | 5 | -9
Cc1nc2scc(-c3cccs3)c2c(=O)o1 | 0.9 | 0.9 | 1 | 1 | 8 | -1 | 8 | 1 | -4 | -9
Clc1ccc(-c2nnc(-c3ccco3)nc2N2CCCCC2)cc1 | 1.5 | 0.9 | 1.1 | 1 | 6 | 4 | -48 | 0.9 | 64* | -3

An excerpt of the results above:
Compound | bIAP activator | Diaph act CS | PMI act | TNAP act hi DEA | Diaph inh CS | TNAP inh hi DEA | bIAP inh | PMI act satM6P | L major viab | TNAP inh no acc
COc1ccc(N(C(=O)c2ccc(Br)o2)C2C=CS(=O)(=O)C2)c(OC)c1 (centres undefined) | 0.9 | 0.9 | 1.1 | 1.1 | 14 | -5 | 7 | 1 | 5 | -9
Cc1nc2scc(-c3cccs3)c2c(=O)o1 | 0.9 | 0.9 | 1 | 1 | 8 | -1 | 8 | 1 | -4 | -9
Clc1ccc(-c2nnc(-c3ccco3)nc2N2CCCCC2)cc1 | 1.5 | 0.9 | 1.1 | 1 | 6 | 4 | -48 | 0.9 | 64* | -3
